Mdm2 ligase inh – inhibitors of human Mdm2 E3 ubiquitin ligase; Q00987; cell-based MDM2 ubiquitination luciferase reporter, 2 h; 0 = plate control, 100 = twice control, blank-subtracted; signal enhancement, % at 5 µM; 0.11% of 210,000 active; AID 1230;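 active = signal enhancement of 30% or more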;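 also: luminescence tracks abundance of the self-degrading MDM2-luciferase fusion protein; higher signal means inhibition of MDM2 E3 ligase activity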
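System: stable MDM2–luciferase fusion reporter cells / Input: 2000 cells seeded into each well / Schedule: 4 h settle plus 2 h compound, 37 °C / Compound: single-point 5 µM / Buffer or medium: cells held in DMEM / Benchmarks: control and blank well means / Evaluation: percent signal gain over controls, blank-subtracted / Measured by: luciferase luminescence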
Rad51 HR inh – Rad51 (human) homologous recombination inhibition | Q06609 | hRad51 DNA strand exchange, fluorescence dequenching | inhibition, % at 10 µM | 0.085% of 200,000 active;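 active = inhibition above 40% at the single screening dose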;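 also: 0% = DMSO control wells and 100% = blanks with heterologous ssDNA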
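Test system: preformed human Rad51 ssDNA filaments; also added: Donor/quencher-labelled 47-bp dsDNA substrate; doses: 10 µM final, single point; times: 37 °C 15-min filament assembly, 30-min compound preincubation, 15-min exchange; detection: FRET fluorescence dequenching, excitation 485 nm, emission 520 nm; read-out basis: Fluorescence-based percent inhibition, control- and blank-normalised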
TNF death inh – blocks TNF-alpha induced death of Jurkat FADD-/- cells; Jurkat FADD-/- TNF necroptosis rescue, ATP luminescence, 24 h; 0 = TNF only, 100 = no-TNF cells; activation (protection from cell death), % at 10 µM; 0.068% of 220,000 active; AID 463075;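 active = activation, meaning protection from cell death, of at least 50% relative to plate controls; inactive = activation below 50%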;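 also: necroptosis triggered by 40 ng/mL TNF-alpha added together with compound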
eIF4E-4G inh – blocks eIF4E binding to eIF4G; TR-FRET eIF4E-eIF4GI(517-606) binding, 2 h; inhibition, % at 21.7 µM; 0.37% of 220,000 active;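 active = inhibition above about 30%, limit read from the data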;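 also: 0% = full FRET control wells and 100% = background wells lacking eIF4GI fragment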
PERK inh – human PERK inhibition, primary cell-based screen | CHO PERK-DD fusion, SEAP luminescence translation reporter | inhibition, % at 5.6 µM | 0.17% of 220,000 active | AID 1416;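 active = inhibition above the mean inhibition of all tested compounds plus 3 SD, set separately per screening campaign, cut at about 2.9% in these data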;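 also: PERK kinase domain activated by AP20187 dimerizer at 100 nM; 0% = DMSO with dimerizer and 100% = rapamycin at 8.4 µM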
Target sequence (Q9NZJ5 whole entry, looked up, the tested form may be a part): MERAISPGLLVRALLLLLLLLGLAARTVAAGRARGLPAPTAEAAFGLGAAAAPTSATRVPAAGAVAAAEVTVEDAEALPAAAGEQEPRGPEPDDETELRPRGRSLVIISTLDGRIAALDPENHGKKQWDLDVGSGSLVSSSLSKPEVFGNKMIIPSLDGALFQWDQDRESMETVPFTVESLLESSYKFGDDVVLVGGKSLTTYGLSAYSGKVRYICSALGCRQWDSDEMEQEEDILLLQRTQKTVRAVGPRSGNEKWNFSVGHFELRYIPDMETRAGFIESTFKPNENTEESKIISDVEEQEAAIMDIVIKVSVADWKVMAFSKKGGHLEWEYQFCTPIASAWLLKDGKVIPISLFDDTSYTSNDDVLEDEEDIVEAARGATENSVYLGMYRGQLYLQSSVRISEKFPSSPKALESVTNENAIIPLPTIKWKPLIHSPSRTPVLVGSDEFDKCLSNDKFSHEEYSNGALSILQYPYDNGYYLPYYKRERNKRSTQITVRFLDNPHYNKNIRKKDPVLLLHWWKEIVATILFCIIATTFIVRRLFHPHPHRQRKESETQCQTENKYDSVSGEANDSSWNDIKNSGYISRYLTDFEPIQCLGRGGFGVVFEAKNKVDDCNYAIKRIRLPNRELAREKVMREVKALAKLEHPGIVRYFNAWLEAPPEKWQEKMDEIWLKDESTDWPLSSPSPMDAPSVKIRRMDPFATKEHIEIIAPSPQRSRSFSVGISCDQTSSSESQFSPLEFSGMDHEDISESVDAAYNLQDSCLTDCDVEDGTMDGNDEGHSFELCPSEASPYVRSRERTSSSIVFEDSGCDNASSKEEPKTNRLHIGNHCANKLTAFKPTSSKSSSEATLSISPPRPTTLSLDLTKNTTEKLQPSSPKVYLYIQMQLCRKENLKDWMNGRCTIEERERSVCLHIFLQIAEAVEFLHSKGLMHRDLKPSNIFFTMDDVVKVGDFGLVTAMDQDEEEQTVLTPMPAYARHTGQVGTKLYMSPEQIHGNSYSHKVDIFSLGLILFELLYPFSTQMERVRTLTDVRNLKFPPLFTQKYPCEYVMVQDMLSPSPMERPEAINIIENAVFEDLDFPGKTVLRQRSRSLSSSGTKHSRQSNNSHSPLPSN
zVAD death inh – L929 zVAD cell death inhibition; L929 zVAD necroptosis rescue, ATP luminescence, 24 h; with zVAD 60 µM; viability rescue, % at 10 µM; 0.38% of 220,000 active; AID 1377;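 active = activation, scaled between plate controls, above about 75%, limit read from the data; inactive = activation under that limit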;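 also: 0% = zVAD with DMSO and 100% = DMSO alone without zVAD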
EBV gp42 inh – inhibitors of Epstein-Barr virus glycoprotein 42 | Q1HVG2 | Fluorescence polarization binding assay, mP read-out | inhibition, % (tested at 21.74 µM) | 0.42% of 220,000 active | AID 1085; in the data active = inhibition above about 50%
KCC2 mod – modulates chloride dependent transport by human KCC2; 2.2% of 190,000 active; Q9H2X9; B-score of Tl+ flux slope (higher = more flux/activation; lower = inhibition) at 10 µM; AID 1456; KCC2 cells, thallium flux FluoZin-2 fluorescence;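 active = thallium flux slope and its plate-corrected score both differing from the plate sample mean at a set confidence after two filtering rounds, in either direction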;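 also: slope of fluorescence scaled to starting intensity during 10 to 20 s after thallium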
Calpain2 inh – calpain II (pig) inhibition; purified calpain II, fluorogenic peptide substrate, 30 min; inhibition, % at 16 µM; 0.37% of 220,000 active; AID 1236;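 active = inhibition above about 50%, limit read from the data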
* = called active by the depositor; i = inactive; nt = not tested or not shown; [ ] = dose if it differs, or a comment.

SMILES	Mdm2 ligase inh	Rad51 HR inh	TNF death inh	eIF4E-4G inh	PERK inh	zVAD death inh	EBV gp42 inh	KCC2 mod	Calpain2 inh
CCc1nnc(NC(=O)c2sc3nc4cc(C)ccc4cc3c2N)s1	-5.5	nt	5.2	-21.7[fluorescence artefact?]	0.3	1.5	-19.8	nt	-137.0
O=C(NCCN1CCOCC1)C1CC(=O)N(c2ccc(F)c(Cl)c2)C1 (stereo unspecified)	11.3	-2.7	-1.6	-6.3	0.2	0.5	-6.4	nt	-6.3
CCn1c(COc2cccc(C)c2)nnc1SCC(=O)Nc1cccc(C(=O)O)c1	0.4	nt	-0.7	-0.8	-0.1	1.0	-32.0	nt	-4.5
O=C(Nc1ccc(Cl)c(Cl)c1)N(CCCN1CCOCC1)Cc1cccnc1	nt	-3.0	4.8	-2.6	0.8	0.0	-11.5	0.674	-3.8
O=C(Nc1ccncc1)c1ccccc1-c1ccccc1	-3.6	-5.8	-4.3	-3.9	1.1	-1.6	7.2	0.528	7.9
O=C(CSc1n[nH]c(-c2ccccc2)n1)Nc1ccc(N2CCOCC2)cc1	-3.8	6.4	5.0	1.2	0.2	3.8	5.8	0.0317	-11.0
C=CCn1cnc2c(c1=O)c1nc3ccccc3nc1n2/N=C/c1cc(OC)c(OC)c(OC)c1	-36.3	4.4	-23.2	10.3[fluorescence artefact?]	-1.2	59.4	5.0	-1.03	-97.9
O=C(c1ccccc1-n1cccn1)N1CCc2c([nH]c3ccccc23)C1c1ccccn1 (stereo unspecified)	-11.7	nt	0.4	-4.1	-0.5	0.3	1.4	nt	-30.9
CCOC(=O)N1CCN(CCC(=O)Nc2cc(C)ccc2OC)CC1	3.9	7.6	0.4	-2.1	-0.3	7.3	9.2	2	-12.8
NNC(=O)C1CC1(c1ccccc1)c1ccccc1 (stereo unspecified)	-19.9	-25.3	1.5	2.9	-0.7	0.9	-15.3	-0.00664	10.7
COc1ccc(C([O-])=Nc2ccc[n+](-c3nc4ccccc4nc3NS(=O)(=O)c3ccccc3)c2)cc1	-6.8	21.1	-8.8	-9.2	0.1	-0.3	6.7	-1.11	-41.2
O=C(C1CCN(Cc2ccccc2)CC1)N1CCN(C/C=C/c2ccccc2)CC1	-6.3	nt	4.4	0.9	-0.4	0.7	-10.7	0.335	-9.8
C/C(=N\N1CCN(c2ccccc2)CC1)c1cccs1	-7.1	13.8	1.2	0.1	-0.7	0.0	-11.5	-0.763	6.2
COc1ccc(NC(=O)CC2C(=O)N(C)C(=S)N2CCc2ccccc2F)cc1 (stereo unspecified)	-19.1	3.6	-0.1	0.7	-0.3	1.1	1.0	-1.13	-10.2
O=C(NC(=S)Nc1ccc(CN2CCCCC2)cc1)c1cccc(OCc2ccccc2)c1	nt	nt	2.8	-3.0	1.3	0.5	-2.5	1.34	13.3
N/C(=N\OC(=O)c1cccc2ccccc12)c1cccc([N+](=O)[O-])c1	-8.9	-2.9	-1.9	-17.4[fluorescence artefact?]	1.0	0.1	32.8	0.314	8.9
Cc1csc(SCC(=O)Nc2ccccc2[N+](=O)[O-])n1	-4.5	4.2	0.6	0.7	1.8	1.4	-13.5	-0.112	-1.3
COCCCNC(=O)c1c(N)n(-c2ccccc2)c2nc3ccccc3nc12	-10.1	nt	-5.0	1.2	-1.7	63.0	-5.3	-0.0826	-312.4
COc1ccc(-c2[nH]c(-c3cccc(OC)c3)nc2SCC(=O)NCc2ccco2)cc1	-0.6	-1.6	0.5	-2.9	-0.6	7.9	3.9	-2.15	-92.1
CCN1c2cccc3cccc(c23)S1(=O)=O	-1.0	nt	-0.9	-6.1	-1.1	0.3	22.8	-0.408	i
COc1ccc(NC(=O)CS(=O)CC(=O)NCc2cccc(C(F)(F)F)c2)cc1 (stereo unspecified)	-2.0	-10.0	-6.4	-4.5	0.5	-0.2	7.8	nt	19.7
Clc1ccc(N=c2ssnc2Cl)nc1	-31.7	-12.7	-9.4	9.0	0.4	0.3	-20.1	0.699	-65.3
Cc1cccc(N=C2Sc3nc4c(C)c(C)ccc4cc3CN2CCN2CCOCC2)c1	7.2	2.7	-1.8	4.0	-0.5	4.9	28.2	-0.236	-40.0
CSCCC(NS(=O)(=O)c1ccc(Cl)cc1)C(=O)O (stereo unspecified)	-1.7	-13.9	-1.2	1.8	0.3	0.6	-17.3	0.306	-15.9
Cc1nnc(C)n1N1C(=O)c2cccc3cccc(c23)C1=O	-4.6	nt	-1.9	7.5	0.0	-0.3	-7.5	1.26	-43.1

The final 3 entries of the section above open the next one:
SMILES	Mdm2 ligase inh	Rad51 HR inh	TNF death inh	eIF4E-4G inh	PERK inh	zVAD death inh	EBV gp42 inh	KCC2 mod	Calpain2 inh
Cc1cccc(N=C2Sc3nc4c(C)c(C)ccc4cc3CN2CCN2CCOCC2)c1	7.2	2.7	-1.8	4.0	-0.5	4.9	28.2	-0.236	-40.0
CSCCC(NS(=O)(=O)c1ccc(Cl)cc1)C(=O)O (stereo unspecified)	-1.7	-13.9	-1.2	1.8	0.3	0.6	-17.3	0.306	-15.9
Cc1nnc(C)n1N1C(=O)c2cccc3cccc(c23)C1=O	-4.6	nt	-1.9	7.5	0.0	-0.3	-7.5	1.26	-43.1
CN(C)S(=O)(=O)N1CCN(c2ccccc2Cl)CC1	4.8	6.2	-0.5	-2.8	-1.2	-0.6	-11.9	0.397	-21.3
CCn1c(Cc2ccccc2)nnc1SCC(=O)Nc1nc(C)c(C)s1	-6.7	-3.6	-2.4	2.3	0.9	0.1	-8.8	-0.931	11.4
O=C(CCn1nnc(-c2cccs2)n1)NCc1ccccc1Cl	-6.0	-5.3	-1.9	6.1	0.0	-0.1	2.9	-0.915	-6.0
CN(Cc1ccon1)C(=O)CC1C(=O)NCCN1CC1CCCCC1 (stereo unspecified)	-86.9	15.5	-0.5	-0.6	0.1	-0.2	-10.2	nt	-0.3
CC(=O)NNC(=O)c1csc(-c2csc(C)n2)n1	-6.3	18.5	1.0	-1.2	1.8	0.0	0.7	0.354	1.6
O=C(NCc1cccnc1)C(=O)Nc1ccc([N+](=O)[O-])cc1	-15.2	13.1	0.4	4.3	0.3	1.5	3.0	0.0134	13.7
CCc1ccc(N2C(=O)CC(N3CCC(C(=O)OC)CC3)C2=O)cc1 (stereo unspecified)	-24.7	-2.6	0.5	4.0[fluorescence artefact?]	0.9	-0.2	-18.1	-0.002	-9.5
CC(C)(C)S(=O)(=O)/C(C#N)=C/c1sccc1C1OCCO1	-8.4	-0.9	-0.5	3.1	0.3	1.4	-9.7	0.443	-4.4
CCOC(=O)C1CCN(C(=O)CCNC(=O)Cn2ccc3ccccc3c2=O)CC1	10.3	2.3	-0.3	-1.8	-1.1	0.5	-14.5	-0.801	-17.6
COCCN(CCOC)Cc1c(C)[nH]c2c(C)c(C)ccc2c1=O	8.8	3.9	1.7	0.5	0.0	0.2	-4.7	0.26	0.9
CCCCCCCCc1nc(=S)[nH][nH]1	nt	7.7	-2.1	-7.2	0.8	0.2	-8.1	0.408	2.9
COc1ccc(CCNC(=O)COC(=O)Cc2cccc3ccccc23)cc1	-11.2	-21.3	1.1	0.7	-0.8	0.1	-15.4	-0.00333	8.1
COc1ccc(C(CC(=O)Nc2cc(OC)cc(OC)c2)n2cccc2)cc1 (stereo unspecified)	-1.0	4.9	1.7	-0.1	-0.5	-0.1	14.4	-1.07	-9.7
O=C(NCCc1c[nH]c2ccccc12)C1Cc2ccccc2CN1C(=O)c1ccco1 (stereo unspecified)	-5.5	-5.3	-2.8	1.7	-0.6	0.5	-6.0	0.23	-33.6
CC(=O)c1c(C)[nH]c(C(=O)COC(=O)CCSc2ccccc2)c1C	nt	nt	-0.6	4.6[fluorescence artefact?]	0.5	0.4	-25.2	0.248	37.9
CCCCCC1CC(CC#CCN2CCOCC2)C(=O)O1 (stereo unspecified)	-10.6	nt	1.2	2.5	0.5	1.9	5.3	0.117	1.6
CCOC(=O)c1[nH]nc(C(=O)c2ccc(Br)cc2)c1O	-28.6	-36.4	0.4	-8.7	-0.3	0.1	7.5	0.0545	22.4
CCc1ccc(C(=O)NNC(=O)CCN2CCN(Cc3ccccc3)CC2)cc1	-16.0	-24.9	-0.5	0.5	-0.3	-0.3	-16.9	-0.134	-19.8
CN1N=C(C(F)(F)F)CC1=O	-8.4	12.4	0.8	-2.5	-0.3	1.3	-11.0	0.557	-11.9
COC12NC(=O)N(C)C1(OC)C(=O)N(C)C(=O)N2C (stereo unspecified)	-4.2	32.8	0.0	4.9	0.9	-0.2	-10.0	0.499	20.2
Cc1sc2nc(SCC(=O)NCCO)n(C)c(=O)c2c1C	nt	6.9	-0.8	-1.5	-0.8	-0.2	-19.5	nt	8.0
NC(=O)C1(N2CCCCC2)CCN(C(=O)CSc2nc3ccccc3[nH]2)CC1	-5.0	-5.1	-1.2	6.8	0.3	-0.2	11.2	1.97	-17.9
C/C(CC(O)(/C=N/O)c1ccccc1)=N\O (stereo unspecified)	-4.8	-0.2	-0.4	2.3	0.6	0.1	42.5	1.26	-4.5
CC(C)CNC(=O)c1ccccc1NC(=O)c1ccc(CN2CCOCC2)cc1	-6.5	-2.2	0.7	-4.0	-0.1	0.0	-23.8	0.0698	-13.5
O=c1c2ccccc2cnn1Cc1n[nH]c(=S)n1-c1ccc(F)c(Cl)c1	-15.0	6.5	-1.0	-1.8	0.1	0.3	-3.6	0.0775	-28.8

The listing continues:
SMILES	Mdm2 ligase inh	Rad51 HR inh	TNF death inh	eIF4E-4G inh	PERK inh	zVAD death inh	EBV gp42 inh	KCC2 mod	Calpain2 inh
O=S(=O)(c1ccc(Cl)cc1)N1CCC(O)(CN2CCN(Cc3ccccc3)CC2)CC1	4.4	15.9	-0.2	4.6	0.2	-0.1	-1.6	-1.17	13.6
O=C(c1cccs1)N1CCN(Cc2nc3ccccc3c(=O)[nH]2)CC1	-9.0	6.6	0.0	0.5	-0.9	-0.3	-19.7	-0.563	0.7
O=c1cc(CNC2CCCCC2)c2ccccc2[nH]1	-13.3	-0.9	2.1	7.1	-1.2	0.2	7.0	0.223	-1.5
CC(NC(=O)c1cc(COc2c(F)cccc2F)on1)c1cnn(-c2ccccc2)c1 (stereo unspecified)	-16.0	1.1	2.0	3.8	-0.1	-1.1	-4.9	nt	28.6
CN(C)c1nc(Cl)nc(NCCOc2ccccc2)n1	-2.7	17.8	2.1	0.5	1.0	0.2	-13.1	-0.33	-6.8
C/C(O)=C\c1nc(=O)c2c(C)cc(C)nc2n1-c1ccccc1	-0.9	-7.7	-2.6	-16.9	0.7	-0.3	-11.7	nt	-7.8
COC(=O)c1ccc(NC(=O)C2CCCN(S(C)(=O)=O)C2)cc1 (stereo unspecified)	4.4	-41.7	1.6	1.3	0.8	61.3	1.1	-0.0513	5.6
O=C(NC(=S)NCCC1=CCCCC1)c1ccco1	0.5	-1.4	-2.5	4.1	-0.6	1.8	-13.3	79.3*	12.8
COc1ccc(S(=O)(=O)N2CCN(c3ccccc3OC)CC2)cc1OC	-13.0	-3.1	0.3	-3.0	-0.1	0.1	8.0	2	9.2
CCCc1nc(SCC(=O)N2CCC(Cc3ccccc3)CC2)c2c(=O)n(C)c(=O)n(C)c2n1	-14.2	8.3	-9.0	2.7	-0.2	-0.2	4.6	-2.01	43.2
